GRP78 ERSR act: ER stress response induction in glioma; U87-MG GRP78 promoter luciferase reporter, 16 h; Potency, µM, for inactives: top-dose activation, actives largely listed as activators; AID 602332; 0.02% of 420,000 active; also: potency is read from the fitted curve at half-maximal effect; series mostly up to about 76 µM; % of control where 0% means no effect; nearly all actives have a fitted effect of over 35% in size
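ERSR induction read as luciferase luminescence (Bright-Glo, 10 min at room temperature) in stably transfected human U87-MG glioma cells exposed to compounds for 16 h, using GRP78 as sensor.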
RXFP1 antag: antagonists of human relaxin receptor RXFP1. activity change, negative = inhibition, % at 57.5 µM. HEK293-RXFP1, relaxin-stimulated cAMP HTRF, 30 min; stronger effect = lower value. Q9HBX9. 0.59% of 350,000 active;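 active = activity change of -60% or lower, but not beyond a set lower limit; inconclusive = change between -60% and -40%, or beyond the set limit; inactive = change above -40%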; also: % is scaled to controls: 0 for no effect and ±100 for the full control effect
Target sequence (Q9HBX9 whole entry, looked up): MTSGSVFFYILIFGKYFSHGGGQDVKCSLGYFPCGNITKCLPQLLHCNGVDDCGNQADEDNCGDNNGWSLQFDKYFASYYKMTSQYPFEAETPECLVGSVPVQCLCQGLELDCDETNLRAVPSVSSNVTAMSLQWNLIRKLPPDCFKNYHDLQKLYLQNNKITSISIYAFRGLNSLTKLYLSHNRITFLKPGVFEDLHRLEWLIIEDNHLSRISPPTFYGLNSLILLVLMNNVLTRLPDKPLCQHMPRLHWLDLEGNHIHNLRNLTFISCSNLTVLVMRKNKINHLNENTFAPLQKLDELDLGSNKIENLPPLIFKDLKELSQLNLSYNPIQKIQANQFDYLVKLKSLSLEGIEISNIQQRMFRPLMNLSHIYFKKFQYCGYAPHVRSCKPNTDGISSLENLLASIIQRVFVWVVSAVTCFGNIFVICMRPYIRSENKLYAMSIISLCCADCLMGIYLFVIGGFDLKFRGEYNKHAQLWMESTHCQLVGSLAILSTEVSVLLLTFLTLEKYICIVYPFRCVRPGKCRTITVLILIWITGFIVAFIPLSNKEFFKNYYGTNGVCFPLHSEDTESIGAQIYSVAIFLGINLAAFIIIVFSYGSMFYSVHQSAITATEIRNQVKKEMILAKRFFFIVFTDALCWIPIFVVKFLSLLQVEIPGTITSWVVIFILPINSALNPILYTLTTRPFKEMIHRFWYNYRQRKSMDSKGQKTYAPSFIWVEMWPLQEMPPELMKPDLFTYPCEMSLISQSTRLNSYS
D1 agonist: agonists of human D1 dopamine receptor; 1% of 360,000 active; P21728; AID 504660; HEK293 T-REx D1 cells, calcium flux, agonist mode; activation, % at 2 µM; in the data active = activation above about 30%; also: 0% is about no effect
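Inducible HEK293 T-REx D1 cells, force-coupled to calcium signalling, were plated at 4000 cells/well with tetracycline and held overnight at 30 C. After no-wash calcium dye loading, compound-evoked calcium rise over 180 s flagged agonists.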
Vif-A3G inh: Vif-A3G binding inhibition; Q9HC16; HeLa A3G-eYFP + Vif (tagged APOBEC3G with the HIV-1 protein that degrades it), YFP fluorescence, overnight; Potency, µM (doses to about 46.1 µM), without a hit: at the top dose activity, negative = active, most hits filed as inhibitors; 0.076% of 410,000 active;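 also: potency is read from the fitted curve at half-maximal effect; % is scaled to controls: 0 for no effect and ±100 for the full control effect; nearly all actives have a fitted effect of over 60% in size; hits raise eYFP signal because A3G escapes Vif-driven loss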
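Read-out is eYFP fluorescence (Ex 488/Em 500-530) from Vif-expressing HeLa A3G-eYFP cells; more signal means A3G escaped Vif-mediated degradation. Cells plated overnight, compound pinned in, incubated overnight at 37 deg C.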
D1 antag: antagonists of human D1 dopamine receptor; P21728; HEK293 TREx D1 cells, calcium flux, dopamine EC80; stronger effect = lower value; activity change, negative = inhibition, % at 10 µM; 3.2% of 360,000 active; AID 504652; in the data active = activity change below about -30%; also: % is scaled to controls: 0 for no effect and ±100 for the full control effect
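HEK293 T-REx cells expressing inducible, force-coupled D1 receptor; no-wash Ca dye, 30–90 min RT. Cmpd → 180 s read at 1 Hz → EC80 DA → 180 s read.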
Vif-A3F inh: Vif-A3F binding inhibition; HeLa A3F-eYFP + Vif (tagged APOBEC3F with the HIV-1 protein that degrades it), YFP fluorescence increase; Potency, µM (highest dose often 46.1 µM), without a hit: top-dose activity, negative = active; 0.2% of 390,000 active; AID 602313; also: potency is read from the fitted curve at half-maximal effect; % of control where 0% means no effect; nearly all actives have a fitted effect of over 65% in size
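Fluorescence increase (Ex 488/Em 500-530) after overnight compound treatment at 37 deg C flags inhibition of Vif-driven A3F-eYFP loss in stable HeLa A3F-eYFP/Vif cells seeded overnight beforehand.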
D2 PAM: positively modulates the human D2 dopamine receptor allosterically; P14416; HEK293 T-REx D2, calcium flux, EC20 dopamine potentiation; potentiation, % at 10 µM; 0.34% of 340,000 active;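 active = potentiation over 3 SD above the plate norm, cut at about 30% in these data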; also: 0% is about no effect
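Primary screen. Calcium kinetics in induced HEK293 T-REx D2 cells: compound pre-addition 180 s, EC20 dopamine, 180 s more.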
RXFP1 agonist: agonists of human relaxin receptor RXFP1. Potency, µM (top dose mostly 57.5 µM), inactives show at the top dose activation, actives largely listed as activators. 0.3% of 370,000 active. Q9HBX9. AID 2676. HEK293T-RXFP1 cAMP TR-FRET, 30 min; response scale: percent of porcine relaxin response, buffer zero; also: potency is read from the fitted curve at half-maximal effect; % is scaled to controls: 0 for no effect and ±100 for the full control effect; nearly all actives have a fitted effect of over 60% in size; many of its hits are not listed in these tables
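HEK293T cells stably expressing RXFP1 were pretreated with the PDE4 inhibitor Ro 20174, exposed to compounds for 30 min at 37C, lysed, and cAMP was read by TR-FRET. Data normalized to buffer (basal) and 29 nM porcine relaxin (100%).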
D1 PAM: human D1 dopamine receptor positive modulation | 0.036% of 360,000 active | HEK293 TREx D1 cells, calcium flux, dopamine EC20 potentiation | potentiation, % at 10 µM | P21728; in the data active = potentiation above about 30%; also: 0% is about no effect
* marks the source's active call; other numbers are inactive results; ? = inconclusive; nt = not tested or not shown; & = joins results of further samples. Unless noted, calls follow the shape of the dose curve; as a rule, active = well fitted curve in the direction sought with a large enough effect; inconclusive = small, poorly fitted or top-dose-only effect, or another doubt; inactive = no such curve, though single readings can be large; an effect the other way counts as inactive or inconclusive. Not all compounds are listed; rates above refer to the full screens.

Values run as follows: GRP78 ERSR act, RXFP1 antag, D1 agonist, Vif-A3G inh, D1 antag, Vif-A3F inh, D2 PAM, RXFP1 agonist, D1 PAM
> CN(C)C(CNC(=O)CCS(=O)(=O)c1ccccc1)c1ccccc1 (configuration not stated)
→ -1%, -17, 1, 3%, 4, -13%, 15, 3.2%, -2
> CCOc1ccc(N(CC)C(=O)CCNC(=O)Cn2ccc3ccccc3c2=O)cc1
→ -1%, 8, 2, -2%, -17, -2%, -9, 1.2%, 0
> CCCN(C(=O)CCl)C1=CCCCC1
→ -14%, 7, 2, 4%, -1, -6%, 7, 4.4%, 0
> Cc1ccc(-c2nn(CC(=O)NCC3CCCO3)c(=O)c3ccccc23)cc1 (configuration not stated)
→ -2%, -33, 0, -1%, 13, -1%, 7, 7.9%, 0
> Cc1c(Cl)cccc1NC(=O)CNC(=O)C1CC(=O)N(C2CCCC2)C1 (configuration not stated)
→ 3%, -7, nt, -1%, nt, 0%, nt, nt, nt
> COc1ccc(-c2cc(-c3nnc(COC(=O)c4ccncc4)o3)c3ccccc3n2)cc1OC
→ -5%, -10, 0, -3%, -3, ?, 9, 3.4%, 12
> CC(C)(C)OC(=O)N1CCN(C(=O)c2[nH]cnc2C(=O)Nc2nccs2)CC1
→ -5%, nt, -1, 0%, nt, 4%, 9, -0.1%, 6
> Cc1ccc([C@@H]2C[C@H]3CN(Cc4cccc(Cl)c4)C(=O)[C@]34CCCN24)o1
→ -6%, -14, 1, 1%, 15, 2%, 1, 1.5%, 0
> CC1(C)CC(=O)C2=C(C1)N(CCN1CCOCC1)C1=C(C(=O)CC(C)(C)C1)C2c1cccc(F)c1
→ -1%, 0, 2, -1%, -17, 6%, -6, 3.0%, -2
> COc1ccc(CCC(=O)Nc2ccc(S(=O)(=O)Nc3nccc(C)n3)cc2)cc1
→ 3%, 3, 0, -1%, -3, -5%, 19, -5.9%, 5
> COc1ccc(C(=O)OCC(=O)NCC2CCCCC2)cc1S(=O)(=O)N1CCCc2ccccc21
→ -5%, 6, 5, -1%, -4, -2%, 4, 0.1%, -2
> CCOc1ccc(-n2nnnc2SCC(=O)NNC(=O)c2ccco2)cc1
→ 1%, -27, 2, 0%, -38*, -6%, 3, -3.1%, 8
> COc1cccc(C2CCCCN2Cc2nc(-c3ccc(C)o3)oc2C)c1 (configuration not stated)
→ -4%, -13, 5, -3%, 2, -8%, 3, 2.3%, 2
> Fc1ccc2nc3n(c2c1F)CCCCCC3
→ -4%, -7, 0, -5%, -9, 0%, 5, 1.4%, 1
> Cc1cccc(N(C)C(=O)C(Cc2ccccc2)NS(=O)(=O)c2cccc3nsnc23)c1 (configuration not stated)
→ -3%, -32, -1, 0%, 6, 3%, 8, 0.2%, 10
> Cc1cc(Nc2cccc(Cl)c2)c2ccccc2n1
→ -5%, -2, 17, 1%, -65*, 0%, -13, 0.0%, -10
> O=C(COC(=O)c1ccc(F)cc1F)c1ccc[nH]1
→ 1%, -8, 2, 1%, -27, 0%, -6, 0.3%, -8
> CC(C)(C)OC(=O)NCC1CCN(S(=O)(=O)Cc2ccccc2)CC1
→ -4%, 5, 7, 0%, -10, -11%, 9, 1.2%, -7
> O=S(=O)(c1cccc(-c2n[nH]c(=S)n2C2CCCC2)c1)N1CCOCC1
→ -3%, -25, 5, 0%, 20, 8%, 3, 4.5%, -2
> COc1cc(C(=S)N2CCOCC2)ccc1OC(=O)/C=C/c1ccco1
→ -1%, -1, 20, 3%, -15, 6%, 9, -2.0%, nt

Structures from the list above containing two or more sulfur atoms, in the order listed:
Values run as follows: GRP78 ERSR act, RXFP1 antag, D1 agonist, Vif-A3G inh, D1 antag, Vif-A3F inh, D2 PAM, RXFP1 agonist, D1 PAM
> Cc1cccc(N(C)C(=O)C(Cc2ccccc2)NS(=O)(=O)c2cccc3nsnc23)c1 (configuration not stated)
→ -3%, -32, -1, 0%, 6, 3%, 8, 0.2%, 10
> O=S(=O)(c1cccc(-c2n[nH]c(=S)n2C2CCCC2)c1)N1CCOCC1
→ -3%, -25, 5, 0%, 20, 8%, 3, 4.5%, -2

Going on with the list:
Values run as follows: GRP78 ERSR act, RXFP1 antag, D1 agonist, Vif-A3G inh, D1 antag, Vif-A3F inh, D2 PAM, RXFP1 agonist, D1 PAM
> Cn1c2cc([N+](=O)[O-])sc2c2cnn(Cc3ccccc3F)c(=O)c21
→ nt, nt, 1, nt, -3, nt, nt, 0.2%, 3
> O=C(NC(=O)c1ccncc1)NC(c1ccccc1)c1ccccc1
→ -3%, 8, 0, -4%, -2, -2%, -7, 2.2%, 3
> CCOC(=O)c1cccc(NC(=O)CN2C(=O)C3C4C=CC(C4)C3C2=O)c1 (configuration not stated)
→ 3%, 13, 2, 3%, 3, -3%, 9, -0.5%, -22
> COc1ccc(C2CC(C(F)(F)F)n3nc(C(=O)Nc4c(C)n(C)n(-c5ccccc5)c4=O)c(Cl)c3N2)cc1 (configuration not stated)
→ nt, nt, 0, nt, -13, nt, 5, 1.2%, -5
> CCC/C(=N/Nc1ccc(Cl)cc1)c1cnnc(-c2ccccc2)n1
→ -1%, -4, nt, -1%, nt, -4%, nt, nt, nt
> CCOC(=O)C1CCN(c2c(NCc3ccc(C(=O)NC(C)CC)cc3)c(=O)c2=O)CC1 (configuration not stated)
→ -8%, 0, 2, -2%, 12, -3%, nt, 0.1%, 0
> N#CCSc1nn(-c2ccc(F)cc2)c(=S)s1
→ -3%, 8, 3, -19%, -8, -10%, -6, 7.4%, 8
> O=C(NC(NCc1cccnc1)C(Cl)(Cl)Cl)c1cccc2ccccc12 (configuration not stated)
→ -5%, -2, 0, 1%, -8, 2%, 2, 2.5%, -1
> CCc1ccc(NC(=O)Cn2c(=O)n(Cc3ccc4c(c3)OCO4)c(=O)c3oc4ccccc4c32)cc1
→ -3%, 5, 2, -3%, 4, -7%, 1, 0.6%, -4
> Cc1cc(NC(=O)c2ccccc2NS(=O)(=O)c2c(C)c(C)cc(C)c2C)no1
→ -1%, -1, 17, 2%, -13, -1%, 4, 2.2%, -6
> CC(=O)NNC(=O)c1[nH]c2ccc(Cl)cc2c1-c1ccccc1
→ 0%, -10, 4, -15%, -3, 0%, -1, 1.9%, -4
> CCc1ccc(CN(C(=O)c2oc3ccccc3c2C)C2CCS(=O)(=O)C2)cc1 (configuration not stated)
→ -6%, -5, 6, -2%, 13, -4%, 4, 3.5%, -4
> COc1ccc(C)cc1Nc1nc(N)c2cc(OC)c(OC)cc2n1
→ -7%&-10%, -18&-16, 1&1, -19%&-10%, 5&8, -18%&0%, 0&-4, 6.6%&-0.1%, -4&-2
> Cc1cc(C)nc(S/C=C/C(=O)c2ccccc2)n1
→ -12%, -18, 1, -17%, -19, ?, 8, 3.5%, 1
> O=C(NCc1ccco1)c1cc2c(s1)CCCCC2
→ 5%, -13, 1, 3%, -4, -4%, -8, -0.2%, 6
> O=C(Cn1c(SCC(=O)Nc2ccc(F)cc2)nc2ccccc21)NCc1ccc(Cl)cc1
→ -9%, -11, 13, ?, 5, -2%, 4, 6.7%, 0
> CN1CCN(C2(CNC(=O)c3ccc([N+](=O)[O-])cc3)CCCCC2)CC1
→ -3%, -3, 16, 1%, -21, 1%, 11, -0.7%, -2
> CC(Cc1ccccc1)C(=O)NCc1nc2ccccc2s1 (configuration not stated)
→ 3%, nt, -1, -3%, -1, -2%, 9, -0.9%, -1
> O=C(NCCc1ccccn1)c1ccc(NS(=O)(=O)c2ccc(F)cc2)cc1
→ -5%, -16, 4, 0%, 7, -2%, -1, 0.2%, 0
> CCOc1ccccc1C(=O)NC(C(=O)OCC(=O)NNC(=O)c1cccs1)C(C)C (configuration not stated)
→ -2%, 0, nt, -5%, nt, 5%, nt, nt, nt
> O=C(Cn1c(SCCOc2ccccc2Cl)nc2ccccc21)N1CCCCC1
→ 4%, nt, 10, 0%, 0, 1%, -22, -0.9%, -1
> CCCN1C(=O)c2ccc(C(=O)NC3=NCCS3)cc2C1=O
→ 2%, -1, 3, -1%, -10, 11%, 0, -0.8%, -11
> Cc1cccc2cc(C#N)c(NCCNC(=O)NC3CCCCC3)nc12
→ -3%, 9, 1, 3%, -18, -5%, nt, 20%, -6
> Nc1nc(Nc2ccccc2)nc(N2CCCC2)c1[N+](=O)[O-]
→ 9%, -2, 1, ?, -12, 0%, -4, -1.9%, -8
> Cc1ccc2cccc(SCC(=O)Nc3ccc(F)cc3)c2n1
→ -5%, -13, 0, 0%, 7, ?, -13, -3.0%, 0
> CCN(C(=O)COC(=O)c1cc(-c2ccccc2)nc2c1c(C)nn2-c1ccc(C)cc1)C1CCS(=O)(=O)C1 (configuration not stated)
→ -2%, 5, 1, -12%, 3, -8%, 2, 0.6%, 1
> COc1ccc(C)cc1NC(=O)Nc1ccc(Br)cn1
→ 2%, -6, 1, -2%, -10, -12%, -5, 1.4%, 0
> CSCCC(NC(=O)c1ccccc1)C(=O)N1CC(C)OC(C)C1 (configuration not stated)
→ 3%, -2, 1, -6%, 11, -4%, nt, 1.3%, nt
> OC(CN1CCN(Cc2ccccc2)CC1)c1ccc(Br)cc1 (configuration not stated)
→ -1%, -10, nt, -1%, nt, -4%, nt, nt, nt
> Nn1c(SCC(=O)N2CCCCCC2)nnc1-c1ccco1
→ -1%, -2, 0, -3%, 6, -1%, -4, 1.0%, 0
> Cc1cc(C)n(C(C)CNS(=O)(=O)c2ccccc2)n1 (configuration not stated)
→ -3%, 7, 1, -3%, -10, -12%, 7, 1.9%, -4
> O=C(N/N=C1\C2CN3CCN(C2)CC1(c1ccccc1)C3)c1ccc(F)cc1
→ -3%, -9, 3, -5%, 3, 1%, -3, 1.5%, -5
> O=C(CCSc1ccc(Cl)cc1)NCc1ccccn1
→ -1%, -4, 3, -3%, -5, -12%, 3, 2.1%, -5
> CCC(OC(=O)c1nsc(Cl)c1Cl)C(=O)NC(C)(C)CC (configuration not stated)
→ 5%, -3, 0, 1%, -4, 3%, -2, -0.8%, -2
> Nc1ccn(CCCNCC(c2ccccc2)c2ccccc2)c(=O)n1
→ -2%, 5, nt, 0%, nt, -4%, nt, nt, nt

Assay outcomes deposited in PubChem by National Center for Advancing Translational Sciences (NCATS).
